Bioassay records: PubChem BioAssay, several laboratories
Fh CTSL1 inh – cathepsin L1 inhibition, PFM18AAP counter-screen. recombinant F. hepatica cathepsin L1, Z-Leu-Arg-MCA fluorescence. inhibition, % at 5.96 µM. 300,000 compounds, 0.49% hits;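 active means inhibition above the mean of all tested compounds plus 3 SD, set per screening campaign, cut at about 17% in these data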;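 further: 0% = plate median of test compound wells and 100% = 1 µM Z-Phe-Ala-diazomethylketone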
PP1 inh – blocks human PP1-alpha phosphatase, a PP5 counter-screen; purified PP1alpha, OMFP fluorescence; inhibition, % at 6.7 µM; 320,000 compounds, 0.9% hits;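 active means inhibition above the mean inhibition of all tested compounds plus 3 SD, computed separately for each screening campaign, cut at about 15% in these data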
PP5 primary – inhibitors of human protein phosphatase 5 (PP5); P53041; purified PP5c, OMFP substrate fluorescence; inhibition, % at 6.7 µM; 320,000 compounds, 0.18% hits; AID 1987;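 active means inhibition above the campaign's mean inhibition across all tested compounds plus 3 SD, cut at about 9.5% in these data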;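 further: 0% = DMSO only and 100% = 100 µM cantharidin control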
Target sequence (P53041 whole entry, looked up): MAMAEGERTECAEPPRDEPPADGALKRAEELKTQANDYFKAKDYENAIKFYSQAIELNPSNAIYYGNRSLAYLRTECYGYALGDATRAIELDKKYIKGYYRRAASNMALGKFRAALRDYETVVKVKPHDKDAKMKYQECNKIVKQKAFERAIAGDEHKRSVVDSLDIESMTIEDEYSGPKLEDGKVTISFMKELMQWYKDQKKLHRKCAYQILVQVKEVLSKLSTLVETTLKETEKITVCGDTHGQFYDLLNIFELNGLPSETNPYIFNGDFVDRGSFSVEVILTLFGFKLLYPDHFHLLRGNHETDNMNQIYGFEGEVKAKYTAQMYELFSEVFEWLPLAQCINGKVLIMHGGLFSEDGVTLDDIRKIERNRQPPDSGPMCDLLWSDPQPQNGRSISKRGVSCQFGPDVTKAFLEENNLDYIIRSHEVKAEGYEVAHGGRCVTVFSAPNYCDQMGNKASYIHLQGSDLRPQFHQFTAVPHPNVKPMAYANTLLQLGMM
TPT1 inh – inhibitors of Candida albicans tRNA 2'-phosphotransferase TPT1 | inhibition, % at 5 µM | 300,000 compounds, 0.81% hits | AID 1962 | recombinant caTPT1, FP RNA substrate dephosphorylation;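 active means inhibition above the mean of all tested compounds plus 3 SD, set per screening campaign, cut at about 24% in these data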;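 further: plate controls were DMSO alone for no effect and ferristatin control at 100 nM for full effect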
JMJD2C inh – inhibitors of human GASC-1 (JMJD2C) demethylase; 330,000 compounds, 0.069% hits; Q9H3R0; GST-JMJD2C(1-420) H3K9me3 demethylation, DELFIA europium; inhibition, % at 2.35 µM;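 active means more than half of a compound's replicate wells show inhibition beyond 50%, single wells judged on their own value; inconclusive means some, but no more than half, of replicates pass 50% inhibition; inactive means no replicate passes 50% inhibition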;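 further: signal counts dimethyl H3K9 product captured on neutravidin plate; 0% = median of DMSO wells and 100% = 0.3 times that DMSO median; strong numbers were not always called active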
HCV core dimer – blocks dimerization of HCV core protein; inhibition, % at 5 µM; 300,000 compounds, 0.33% hits; TR-FRET GST/Flag-core106 dimerization, 1536-well;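 active means inhibition above the mean of all tested compounds plus 3 SD, set per screening campaign, cut at about 45% in these data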
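System: GST/Flag-tagged HCV core106 proteins. Incubation: compound-protein-antibody incubation 4 h at 22.5 °C. Technique: HTRF with 340 nm excitation, 617/671 nm emission. Medium: KF-containing HEPES buffer, pH 7.45, DTT, CHAPS, BSA. Read-out: inhibition (%) from 671 over 617 nm ratio. Also added: Eu(K)-anti-GST 90 ng/mL plus XL665-anti-Flag 1 µg/mL.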
EBNA-1 inhibitor – blocks EBNA-1 binding to DNA | EBNA-1 DNA binding, fluorescence polarization | 300,000 compounds, 0.34% hits | AID 1950 | inhibition, % at 14.8 µM; in the data active means inhibition above about 28%
ZTA DNA inh – blocks Epstein-Barr virus ZTA, an EBNA-1 counter-screen; P03206; ZTA-DNA binding, fluorescence polarization; inhibition, % at 11 µM; 320,000 compounds, 0.15% hits; in the data active means inhibition above about 33%
Target sequence (P03206 whole entry, looked up): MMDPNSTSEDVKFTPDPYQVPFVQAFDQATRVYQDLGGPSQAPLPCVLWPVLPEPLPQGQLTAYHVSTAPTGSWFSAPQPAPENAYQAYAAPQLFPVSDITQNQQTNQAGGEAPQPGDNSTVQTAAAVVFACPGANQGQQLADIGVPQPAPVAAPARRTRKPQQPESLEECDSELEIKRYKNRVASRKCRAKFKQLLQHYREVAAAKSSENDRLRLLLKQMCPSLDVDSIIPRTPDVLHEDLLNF
Yeast superoxide – yeast age-related superoxide inhibition as caloric restriction mimetic; S. cerevisiae aged cells, superoxide DHE fluorescence; stronger effect = lower value; superoxide response (% of plate mean), % at 10 µM; 330,000 compounds, 0.18% hits; AID 2690;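 active means superoxide response under a set limit, about three screen SD below normal, cut at about 65% in these data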;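 further: yeast aged for seven days with compound at 30 °C before DHE staining; 100% = average MFI of all compound-treated wells on the plate with controls excluded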
* hit, by the source's call; i = inactive; ? = inconclusive; . = no result given.

SMILES	Fh CTSL1 inh	PP1 inh	PP5 primary	TPT1 inh	JMJD2C inh	HCV core dimer	EBNA-1 inhibitor	ZTA DNA inh	Yeast superoxide
COc1cc2cc(CN(CCc3ccccc3C)C(=S)NCCCN(C)C)c(=O)[nH]c2cc1OC	3	2	2.0	2	6	-14	-21	-2	95
CCN1CCN(C(=S)Nc2ccsc2C(=O)OC)CC1	-2	-7	2.6	-3	?	3	-14	-11	93
O=C(CCn1c(=O)sc2ccccc21)Nc1ccon1	0	-3	1.9	-3	0	3	11	2	96
Cc1nc(CNC(=O)c2cc(COc3c(F)cccc3F)on2)cs1	4	1	-0.1	-2	-7	-3	4	-2	98
COC(=O)CSCC(=O)Nc1nnc(-c2cccc(C)c2)s1	2	-1	-1.4	2	0	10	4	5	97
S=C(NCCSCc1ccc(Cl)c(Cl)c1)Nc1ccccc1	0	4	1.4	-2	0	14	-6	7	98
CCOC(=O)N1CCN(S(=O)(=O)c2ccc(C(=O)N(CCCN(C)C)c3nc4ccc(OC)cc4s3)cc2)CC1	3	4	0.7	0	-7	-3	6	-10	88
COc1ccc(C(=O)NNC(=O)C(C)NC(=O)c2ccccc2NC(=O)c2ccco2)cc1 (centres undefined)	-8	0	0.1	1	3	6	-1	3	97
Cc1ccccc1C(=O)NCCNC(=O)c1cnccn1	2	0	-1.0	2	i	-2	9	-2	97
COc1ccc(-n2nc3c(c2NC(=O)C(C)Oc2ccccc2)CS(=O)(=O)C3)cc1 (centres undefined)	0	-2	1.4	-1	4	6	-1	13	54*
CC(=O)Nc1ccc(NC(=O)/C(=C/c2ccco2)NC(=O)c2ccccc2)cc1	-2	-3	0.2	8	8	-4	-3	-8	94
O=C(NC(=S)NCCN1CCOCC1)c1ccc(Cl)cc1Cl	1	-2	-0.1	-2	3	-6	-6	-16	100
CC(C)COc1ccc(CSCCNC(=S)Nc2ccccc2)cc1	2	3	2.5	1	-2	11	-7	0	94
Cc1cc(C)cc(-n2ncc3c2CCCC3NC(=O)CCCn2cncn2)c1 (centres undefined)	-1	-2	1.9	-2	-7	-2	2	3	103
COc1ccc(/C=C/C=C2\NC(=S)NC2=O)cc1	6	2	3.4	28*	-2	-17	-7	8	109
Cc1ccc(NC(=O)COC(=O)c2ccc([N+](=O)[O-])s2)c(C)c1	28*	0	1.2	-4	3	6	2	9	106
N#CC1=C(N)C(C#N)(C#N)C2(CCC3(CC2)OCCO3)C2CC3(CC=C12)OCCO3 (centres undefined)	0	-1	0.6	-4	-1	-2	4	-17	96
COc1ccc(S(=O)(=O)N(Cc2ccccc2)c2ccccc2C(=O)O)cc1	-2	-1	0.4	-1	-20	7	-5	5	113
COc1cccc(C(=O)Nc2cc(C(=O)NCc3ccc(C)cc3)ccc2N2CCC3(CC2)CC(c2ccccc2)=NO3)c1	0	8	1.2	-4	-21	11	18	4	99
Fc1cccc(F)c1-c1nc2c(s1)CCc1onc(-c3ccc(Br)cc3)c1-2	2	-5	-2.1	1	5	6	-1	10	98
CCN(CC(=O)NCc1cccs1)C(=O)/C=C/c1ccc(OC)cc1OC	0	-1	-0.1	0	-3	-7	-3	-14	101
CC(=O)N1CCN(c2ccc(S(=O)(=O)N3CCCCC3)cn2)CC1	-2	-1	-2.1	-3	2	-1	3	-8	86
Cc1ccccc1NC(=O)OCCN1CCN(Cc2ccccc2)CCC1=O	-4	-2	-0.4	3	-1	1	8	13	105
CCCc1ncc(C(O)c2ccc(OC)cc2)n1C (centres undefined)	0	0	1.3	4	5	-5	15	4	95
Cc1cc2ccccc2n1CCNC(=O)c1ccccc1	0	4	2.1	-6	-6	-8	-1	17	93

Carrying on.
SMILES	Fh CTSL1 inh	PP1 inh	PP5 primary	TPT1 inh	JMJD2C inh	HCV core dimer	EBNA-1 inhibitor	ZTA DNA inh	Yeast superoxide
C/C(=N\NC(=O)c1ccc(C)cc1C)c1ccc2c(c1)Nc1ccccc1S2	1	2	0.9	4	-2	-25	-5	15	104
COc1cc(C2C(C#N)=C(N)Oc3n[nH]c(-c4cccs4)c32)cc(OC)c1O (centres undefined)	-3	0	3.0	14	3	-14	-6	-2	84
CN1C(=O)c2ccccc2Sc2ccc(NC(=O)NC3CC3)cc21	0	-2	-2.1	-6	-4	-2	-1	8	97
CNc1ncc(C(=O)c2ccc(Cl)c(Cl)c2)s1	3	-3	-0.4	-4	7	5	15	7	102
Cc1ccc(C)c(S(=O)(=O)N2CCCOC2CNC(=O)C(=O)NC2CCCC2)c1 (centres undefined)	-2	-2	-0.4	-2	4	3	3	16	104
CC(C)(C)c1ccc(N/N=C(\C#N)S(=O)(=O)C(C)(C)C)cc1	4	0	3.1	5	4	8	13	30	93
Cc1ccc(N2C(=O)N(CC(=O)NCc3ccccc3Cl)C(=O)C2C)cc1 (centres undefined)	-1	-3	-1.8	6	-28	2	-3	4	108
Cc1nc(-c2ccccc2)sc1-c1nc(-c2ccccc2)ncc1S(=O)(=O)c1ccccc1	-3	-6	-1.3	-2	-2	-14	-8	-16	106
COc1ccccc1N1CC(C(=O)Nc2nnc(SC)s2)CC1=O (centres undefined)	2	-2	2.5	0	5	4	5	11	97
CN(C)c1ccc(CN(C(=O)COc2ccc(Br)cc2)C2CCS(=O)(=O)C2)cc1 (centres undefined)	-6	-1	2.7	-2	5	7	-6	4	104
C=CCN=C(NC#N)SCC(=O)NCc1ccccc1	1	-3	-2.5	16	-5	1	4	10	91
Cn1ncc([N+](=O)[O-])c1C(=O)Nc1nc2ccccc2n1CCN1CCCCC1	-2	-6	-1.7	-2	0	-7	0	-6	97
O=C(Nc1ncn[nH]1)c1ccc(Cl)c(S(=O)(=O)Nc2ccc(Cl)cc2)c1	-1	17*	2.1	-2	8	-6	-1	-13	103
Cc1cc(NC(=O)C2CCC2)n(-c2ccccn2)n1	0	-7	-1.6	0	.	-4	6	3	100
Cc1ccc2cc(CCNC(=O)c3cccc([N+](=O)[O-])c3)c(=O)[nH]c2c1	0	0	-0.9	-4	-30	4	3	2	98
O=C(Nc1ccccc1)Nc1nc(-c2ccc(F)cc2)cs1	0	1	0.3	-1	-1	-12	13	8	96
COc1ccc(-n2cc(-c3ccccc3)nc2SC)cc1	0	3	3.0	-1	4	2	5	-7	102
CC(NC(=O)CCNS(=O)(=O)c1cccc2nsnc12)c1ccccc1 (centres undefined)	1	-1	1.5	5	.	-5	-2	-11	91
Cc1sc2ncn(CC(=O)NCc3ccccn3)c(=O)c2c1S(=O)(=O)N1CCOCC1	0	-3	1.1	-6	-18	-3	7	19	94
COc1ccc(CCNC(=O)CC2(CC3=NS(=O)(=O)c4ccccc4N3)CCCC2)cc1OC	-1	1	0.4	-5	-1	-5	6	3	78
Cc1cc(N2CCC(C)CC2)nc(-n2nc(C)cc2C)n1	1	-2	-0.3	-4	0	2	16	0	99
CCOCC(=O)Nc1cccc(NC(C)=O)c1	0	0	0.4	-2	0	-5	4	-4	104
N#Cc1cnn2cc(CCN3CCOCC3)c(-c3ccc(F)cc3)nc12	2	-2	-0.6	0	3	-1	-1	2	90
CN(C)S(=O)(=O)c1ccc(/C(O)=C2/C(=O)C(=O)N(Cc3cccnc3)C2c2ccncc2)cc1 (centres undefined)	0	-2	2.1	1	8	3	-2	-3	97
CCCCN(C)C(=O)C(Cc1ccccc1)NS(=O)(=O)c1ccc2c(c1)CCC(=O)N2 (centres undefined)	1	-4	4.0	1	4	3	6	-2	100

Continued:
SMILES	Fh CTSL1 inh	PP1 inh	PP5 primary	TPT1 inh	JMJD2C inh	HCV core dimer	EBNA-1 inhibitor	ZTA DNA inh	Yeast superoxide
O=C(O)CC1NC(=O)N(c2ccc(Cl)cc2)C1=O (centres undefined)	-3	1	2.4	-3	7	3	-10	6	89
COc1cc2cnc(-c3ccccc3)c(-c3cc(OC)c(OC)c(OC)c3)c2cc1OC	.	2	1.9	.	16	.	.	-4	95
CC(=O)CNc1ccc(S(=O)(=O)N/N=C/c2ccccc2)cc1	4	-6	-0.6	-3	6	-4	1	-13	106
Cc1cc(C)nc(Nc2ncc(O)n2-c2ccc(Br)cc2)n1	0	3	1.9	2	4	-2	-14	-8	106
CCOc1ccc(S(=O)(=O)N(CC)CC)cc1NC(=O)c1ccc(N2CCCC2=O)cc1	2	-1	2.5	-4	13	-1	1	-10	92
O=C(c1cccc(COc2cccc3ccccc23)c1)N1CCCC1	-2	8	2.8	0	2	7	0	6	101
Cc1ccccc1OCCC(=O)OCC(=O)NC1CCCCC1	-41	1	1.2	1	-3	-1	-7	5	101
CCOc1ccc(OC(=O)C(CCS(C)(=O)=O)N2C(=O)c3ccccc3C2=O)cc1 (centres undefined)	-2	1	3.8	-1	5	-6	-2	-18	85
NCCCC[C@@H]1NC(=O)[C@H](CCC(=O)O)NC(=O)c2cc([N+](=O)[O-])cc(I)c2SC[C@@H](C(=O)NCC(N)=O)NC1=O	-3	0	4.2	-3	9	-7	-1	4	114

4 compounds drawn at random from the list so far:
SMILES	Fh CTSL1 inh	PP1 inh	PP5 primary	TPT1 inh	JMJD2C inh	HCV core dimer	EBNA-1 inhibitor	ZTA DNA inh	Yeast superoxide
NCCCC[C@@H]1NC(=O)[C@H](CCC(=O)O)NC(=O)c2cc([N+](=O)[O-])cc(I)c2SC[C@@H](C(=O)NCC(N)=O)NC1=O	-3	0	4.2	-3	9	-7	-1	4	114
CC(=O)CNc1ccc(S(=O)(=O)N/N=C/c2ccccc2)cc1	4	-6	-0.6	-3	6	-4	1	-13	106
O=C(O)CC1NC(=O)N(c2ccc(Cl)cc2)C1=O (centres undefined)	-3	1	2.4	-3	7	3	-10	6	89
Cc1cc(C)nc(Nc2ncc(O)n2-c2ccc(Br)cc2)n1	0	3	1.9	2	4	-2	-14	-8	106

Grouped by structure, the compounds so far with fluorine
SMILES	Fh CTSL1 inh	PP1 inh	PP5 primary	TPT1 inh	JMJD2C inh	HCV core dimer	EBNA-1 inhibitor	ZTA DNA inh	Yeast superoxide
Cc1nc(CNC(=O)c2cc(COc3c(F)cccc3F)on2)cs1	4	1	-0.1	-2	-7	-3	4	-2	98
Fc1cccc(F)c1-c1nc2c(s1)CCc1onc(-c3ccc(Br)cc3)c1-2	2	-5	-2.1	1	5	6	-1	10	98
O=C(Nc1ccccc1)Nc1nc(-c2ccc(F)cc2)cs1	0	1	0.3	-1	-1	-12	13	8	96
N#Cc1cnn2cc(CCN3CCOCC3)c(-c3ccc(F)cc3)nc12	2	-2	-0.6	0	3	-1	-1	2	90

Rows were taken by chance; any-hit rate near 3.1%.
